Compound activity: PubChem, The Scripps Research Institute Molecular Screening Center
OXTR potentiate = potentiators of human oxytocin receptor. AID 2445. hit rate 0.061% among 320,000. CHO-OTR cells, Fluo-8 calcium fluorescence, potentiator mode; 0% = oxytocin EC15, 100% = EC100. P30559. activation, % at 3 µM;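 active = activation above that plate's cutoff, the mean activation of tested compounds plus 3 SD, cut at about 6.6% in these data, passing the limit was not always enough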;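 note: 100% uses oxytocin at 75 nM as the full agonist control; some results filed as inactive read as strong as hits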
Target sequence (P30559 whole entry, looked up): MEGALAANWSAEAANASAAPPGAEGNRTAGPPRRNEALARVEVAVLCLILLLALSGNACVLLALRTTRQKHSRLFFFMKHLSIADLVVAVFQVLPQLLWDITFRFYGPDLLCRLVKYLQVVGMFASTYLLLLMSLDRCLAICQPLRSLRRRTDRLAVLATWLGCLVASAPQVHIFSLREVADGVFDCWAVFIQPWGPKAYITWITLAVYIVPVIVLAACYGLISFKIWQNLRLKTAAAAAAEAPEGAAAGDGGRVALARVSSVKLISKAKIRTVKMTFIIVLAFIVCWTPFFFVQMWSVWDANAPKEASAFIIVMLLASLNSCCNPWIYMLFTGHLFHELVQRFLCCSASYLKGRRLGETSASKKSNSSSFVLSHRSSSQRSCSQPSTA
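Dosing: Single dose, 3.0 µM nominal final compound concentration | Material: Human OTR in CHO cells | Technique: Kinetic Fluo-8 calcium fluorescence | Benchmarks: EC15 oxytocin alone as 0%, 75 nM oxytocin as 100% | Probe or stimulus: Oxytocin at about EC15, sub-maximal agonist stimulus | Incubation: Compound 6 min at room temperature before oxytocin, 100 s read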
CHO parental Ca = signal in parental CHO cells, OX1R antagonist counter-screen; parental CHO-K1, ATP-induced calcium, Fluo-8 fluorescence; inhibition, % at 5.6 µM; hit rate 0.63% among 330,000; AID 463079;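 active = inhibition above that plate's mean sample inhibition plus 3 SD, cut at about 26% in these data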;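 note: 0% = ATP-challenged DMSO wells and 100% = DMSO wells without ATP; some compounds past the cut are filed as inactive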
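test system = CHO parental line | reagent = ATP stimulus | measured by = intracellular calcium via Fluo-8 no-wash fluorescent dye | control set = ATP and no-ATP DMSO wells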
GPR7 antag = blocks human GPR7 receptor signaling. P48145. GPR7-expressing cells, fluorescence antagonist assay. inhibition, % at 4.4 µM. hit rate 1.1% among 290,000. AID 1861; in the data active = inhibition above about 16%, passing the limit was not always enough;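 note: cells stimulated with the agonist NPW; 0% = agonist with vehicle and 100% = vehicle without agonist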
CHO-K1 Ca antag = counter-screen for M1 antagonists: effect in parental CHO-K1 cells | ATP-induced calcium, Fluo-8 fluorescence | hit rate 0.6% among 360,000 | inhibition, % at 3 µM;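 active = inhibition above a per-plate cutoff, the plate's mean sample inhibition plus 3 SD, cut at about 24% in these data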;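 note: 0% = DMSO plus EC80 ATP and 100% = DMSO alone without ATP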
CHO-K1 Ca PAM = M1 PAM counterscreen hit in parental CHO-K1 cells | ATP EC20, Fluo-8 calcium fluorescence; 0% at ATP EC20, 100% at ATP max | activation, % at 3 µM | hit rate 0.02% among 360,000 | AID 602247;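 active = activation above the run cutoff, the mean activation of all test compounds plus 3 SD, cut at about 40% in these data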;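 note: peak over basal fluorescence ratio in a 140 s read after ATP addition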
V1R ag counter = V1a receptor agonism, counter-screen for OXTR agonists; P37288; CHO-V1R cells, Fluo-8 calcium fluorescence, agonist mode; 0% DMSO, 100% 3 nM vasopressin; activation, % at 3 µM; hit rate 0.25% among 320,000; AID 2797;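 active = activation above the mean activation of all tested compounds plus 3 SD, per screening run, cut at about 20% in these data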;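 note: signal is peak over basal fluorescence ratio across a 100 second FLIPR read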
Target sequence (P37288 whole entry, looked up): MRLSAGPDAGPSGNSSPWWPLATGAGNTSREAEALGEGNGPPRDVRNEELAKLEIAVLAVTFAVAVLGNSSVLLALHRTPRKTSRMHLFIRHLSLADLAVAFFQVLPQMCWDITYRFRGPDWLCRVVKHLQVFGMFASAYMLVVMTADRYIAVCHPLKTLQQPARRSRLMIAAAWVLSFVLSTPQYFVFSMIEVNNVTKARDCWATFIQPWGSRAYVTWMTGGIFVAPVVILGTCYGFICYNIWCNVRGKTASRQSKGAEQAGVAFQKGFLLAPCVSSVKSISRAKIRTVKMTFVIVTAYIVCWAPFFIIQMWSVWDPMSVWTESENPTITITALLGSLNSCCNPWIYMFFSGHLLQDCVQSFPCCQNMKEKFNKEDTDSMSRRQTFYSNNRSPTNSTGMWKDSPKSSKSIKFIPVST
TAAR1 antagonist = antagonists of human TAAR1 | Q96RJ0 | CHO RD-HGA16 TAAR1, Fluo-8 calcium fluorescence, antagonist | inhibition, % at 3 µM | hit rate 1.5% among 360,000 | AID 624466;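 active = inhibition above a per-plate cutoff, the mean inhibition of test compounds on that plate plus 3 SD, cut at about 49% in these data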;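 note: 0% = DMSO plus EC80 beta-PEA response and 100% = DMSO alone without agonist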
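Test system: hTAAR1-expressing CHO RD-HGA16 cells, Gα16-coupled; Probe or stimulus: EC80 β-phenethylamine stimulus; Compound dosing: single nominal final test compound concentration of 3 µM; Timing: 140 s kinetic read after compound, 140 s after agonist; Signal: Fluo-8 calcium-sensitive fluorescence; Measure: % inhibition of agonist calcium response; Controls: DMSO and EC80 PEA controls.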
M1 ag parental = counter-screen for M1 agonists: effect in parental CHO-K1 cells | activation, % at 3 µM | Fluo-8 calcium fluorescence; scaled to maximal ATP response, vehicle zero | hit rate 0.48% among 360,000; in the data active = activation above about 15%;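 note: untransfected CHO-K1 host cells lacking M1 receptor as counterscreen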
OXTR ag = activates the human oxytocin receptor; P30559; CHO-OTR cells, Fluo-8 calcium fluorescence; normalized: DMSO 0%, oxytocin 100%; activation, % at 3 µM; hit rate 0.32% among 320,000; AID 2435;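 active = activation above the mean of all tested compounds plus 3 SD, cutoff set per screening run, cut at about 20% in these data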;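 note: peak over basal fluorescence ratio from a 100 s FLIPR kinetic read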
* marks the source's active call; other numbers are inactive results; · = not tested or not shown. Hits appear at their usual frequency; about 3.5% have a hit in one of these screens.

SMILES	OXTR potentiate	CHO parental Ca	GPR7 antag	CHO-K1 Ca antag	CHO-K1 Ca PAM	V1R ag counter	TAAR1 antagonist	M1 ag parental	OXTR ag
CCCCCCn1c(SCC(=O)NC2CCS(=O)(=O)C2)nc2ccccc2c1=O (stereo not drawn)	·	·	·	1	12	·	-4	0.7	·
CNC(=S)N(Cc1ccco1)Cc1cc2cc(OC)c(OC)cc2[nH]c1=O	-11	1	-23	-14	21	0.3	1	1.0	1.3
CC(=O)NCCNC(=O)C1(C)Cc2c(-c3ccc(NC(C)=O)cc3)ccnc2O1 (stereo not drawn)	·	·	·	-2	18	·	-5	0.9	·
CCCCSCCCNC(=O)c1cn(C)c2ccc(S(=O)(=O)N3CCCC3)cc2c1=O	-5	-15	-2	-12	15	0.7	-9	1.0	-0.1
Cc1ccc(C)c(S(=O)(=O)NCc2ccc(C(=O)NCc3ccco3)cc2)c1	-13	-7	6	-4	13	1.4	18	0.3	-2.0
CCC(NC(=O)c1cc(COc2ccc(OC)cc2Cl)on1)c1ccncc1 (stereo not drawn)	-13	-15	9	12	-23	17	-10	5.2	11
NC1=NC[C@H](Cc2ccccc2)N1CCCCC1CCCCC1	-11	74*	·	-3	17	0.6	58*	3.8	-0.3
CCn1cc(CNC(=O)NC2CCCCC2)c(C)n1	-2	1	-12	-3	11	-0.1	-14	0.3	-0.1
O=c1cc(-c2ccc(Cl)cc2)[nH]c2ccccc12	-2	-14	3	·	·	1.2	·	·	0.4
CN1CCN(S(=O)(=O)c2cccc(C(=O)N(Cc3nnc(-c4ccc(Cl)cc4)o3)C3CC3)c2)CC1	-14	-3	·	1	-5	1.2	-20	2.8	1.3
CCn1nc(C)c(CNC(=O)C2CCC(=O)N(Cc3cccc(F)c3)C2)c1C (stereo not drawn)	0	-10	-12	-2	-22	0.6	-10	0.1	0.0
COc1ccc(S(=O)(=O)Nc2cc(C(=O)NCCC(C)C)ccc2N2CCOCC2)cc1	0	-25	-6	-12	21	-0.4	-17	0.7	-1.5
CCCCNC(=O)CCCCCn1c(=O)[nH]c2cc(C(=O)OC)ccc2c1=O	-15	-24	-3	-10	0	-0.5	-13	0.2	-1.0
O=[N+]([O-])c1c(Nc2cccc(O)c2)cc(Cl)c2nonc12	5	43*	35*	19	20	-1.5	-3	-0.3	-1.2
Cc1ccccc1CN1C(=O)CSc2ccc(C(=O)N3CCOCC3)cc21	-10	-7	-1	-10	5	-0.7	-9	0.2	-1.0
COC(=O)c1ccc2c(c1)C(NC(C)=O)CCc1cc(OC)c(OC)c(OC)c1-2 (stereo not drawn)	·	·	·	-4	5	·	4	0.4	·
O=C(Cc1coc2ccc3ccccc3c12)N1CCCC1	-10	-16	-13	5	-2	0.3	0	0.1	0.9
CCOC(=O)c1cn(CC)c2ccc(Br)cc2c1=O	2	2	-3	18	-8	-0.3	9	-0.1	-1.4
Clc1ccc(-n2c(SC/C=C/c3ccccc3)nnc2-c2cccnc2)cc1	-9	-26	32*	-32	17	1.6	7	4.2	-0.3
Cc1cccc(-c2nnc3n2N=C(c2ccccc2Br)CS3)c1	-5	-16	-11	-3	26	-1.6	4	1.9	-2.1
CC(C)C[C@@H]1CC2=C(C(=O)OC(C)(C)O2)[C@H](CCc2ccccc2)O1	·	·	·	-34	33	·	-21	1.4	·
CC(C)CNc1nc(Oc2ccc(=O)[nH]n2)nc(N(C)C)n1	-5	1	-1	20	-11	0.8	-3	0.0	0.5
CSCCC(c1nc2ccccc2[nH]1)n1c(C)nc2ccccc21 (stereo not drawn)	·	·	·	-16	5	·	5	1.6	·
CC(=O)c1cccc(NC(=O)N2CCC(c3ccc(C)cc3)C2)c1 (stereo not drawn)	-6	9	-14	-11	14	-1.3	-18	1.8	-2.1
CCC(=O)Nc1nnc(S(=O)(=O)N2CCCC2)s1	-4	7	2	-3	14	1.1	10	0.2	0.5
CCc1ccc(NC(=O)CC2C(=O)NCCN2C(=O)c2ccc(F)cc2)cc1 (stereo not drawn)	-7	-13	-7	-2	11	-0.4	-7	1.3	-0.5
N#C/C(=C(/O)COc1cccc2ccccc12)c1nc2ccccc2[nH]1	-10	-7	0	3	10	0.0	·	0.4	-0.4
CN(C)c1cc[n+](/C(C(=S)Nc2ccc(SC(F)F)cc2)=C(/[O-])c2ccccc2)cc1	-3	0	-8	-5	0	-0.2	-2	0.4	0.3
COCC(C)NC(=O)C1c2ccccc2Oc2ccccc21 (stereo not drawn)	-3	-3	21	-3	-8	1.2	-3	-0.1	-1.3
COc1ccc(C2CC(c3ccc(F)cc3)Nc3nc(N)nn32)cc1 (stereo not drawn)	-3	-4	14	-9	21	0.1	2	2.1	1.1
CCOC(=O)N1CCN(C(=O)CN(Cc2ccc(Cl)cc2)S(=O)(=O)c2ccccc2)CC1	-6	-12	-11	2	5	0.8	-13	1.6	-2.1
O=C(O)COCC(=O)N1CCCN(c2ccc(C(F)(F)F)cn2)CC1	·	·	-9	-5	12	·	4	9.4	·
COc1cc(NC(=O)CN(C)C2CCCCC2)c(C)cc1[N+](=O)[O-]	-5	3	-1	0	1	-1.0	26	0.9	-3.0
Cc1cccc(NC(=O)C2CCN(C(=O)[C@@H]3Cc4ccccc4CN3)CC2)c1	-8	-6	-4	-7	4	1.3	-10	1.2	2.1
Cc1cccc(NS(=O)(=O)c2cccc(C(=O)NCC(c3ccco3)N3CCCCC3)c2)c1 (stereo not drawn)	-2	-18	·	1	-21	0.7	0	0.8	1.3
NC(=O)c1nsc(C(=O)N(c2cccc(O)c2)C(C(=O)NC2CCCC2)c2ccc(Cl)cc2)c1N (stereo not drawn)	-9	-2	-13	-9	16	0.7	66*	1.9	0.3
O=C(Cn1cc2c(n1)CCCCC2)N1CCc2ccccc21	-2	-5	-10	-6	15	0.7	1	0.8	-0.9
Cc1oc(C(C)(C)C)cc1C(=O)N1CCCC1C(=O)O (stereo not drawn)	-4	-7	-6	5	5	-0.6	-2	0.3	0.6
O=C(NCCn1ccc2ccccc21)c1ccc(S(=O)(=O)N2CCOCC2)cc1	-5	-14	·	-14	27	2.6	-1	2.1	4.7
Cn1cc(C2NC(=O)c3ccccc3N2)c2ccccc21 (stereo not drawn)	·	·	·	-20	23	·	13	1.8	·
CN(Cc1ccccc1)C(=O)c1ccc2nc([C@H]3C[C@H](O)[C@@H](CO)O3)[nH]c2c1	·	·	·	-7	24	·	-7	0.8	·
CC(/C=C1\SC(=S)N(C(C(=O)O)c2ccccc2)C1=O)=C\c1ccccc1 (stereo not drawn)	-9	2	-9	-1	12	0.3	-10	-0.2	0.3
O=S(=O)(N[C@H]1C[C@@H](NS(=O)(=O)OCC(Cl)(Cl)Cl)C2CCCCC21)OCC(Cl)(Cl)Cl (stereo partly drawn)	-9	-13	-4	-9	2	1.3	42	2.4	2.9
N#Cc1cccc(C(c2nnnn2CCc2ccccc2)N2CCN(C3CCCCC3)CC2)c1 (stereo not drawn)	-12	-19	0	-23	-2	0.6	5	0.8	0.2
COc1ccc(F)cc1C(=O)C1CCCN(Cc2c[nH]c3ccccc23)C1 (stereo not drawn)	-10	0	16	-5	19	4.5	9	4.0	7.1
NNC(=O)CN1CCN(c2ncc(C(F)(F)F)cc2Cl)CC1	3	-8	-2	-2	11	-0.5	-8	2.9	-0.1
COc1ccc(OC)c(/C=N/NC(=O)CC(=O)NC2CCCCC2)c1	-4	6	-13	-9	2	-0.7	-5	0.8	-0.6
CCSC1=C(C#N)C(c2ccccc2Cl)CC(=O)N1 (stereo not drawn)	-13	-12	4	-10	10	1.1	8	0.8	-1.0
CCC1CCCCN1CCNC(=O)CCS(=O)(=O)c1ccc(Br)cc1 (stereo not drawn)	-6	0	-3	-12	16	-0.5	-7	-0.2	-1.0
Cc1nn(C)cc1CNC(=O)C1(C)CC1(Cl)Cl (stereo not drawn)	0	-4	-10	7	-5	0.1	-19	0.4	-0.4

Full records as entered above. Screens in order: OXTR potentiate	CHO parental Ca	GPR7 antag	CHO-K1 Ca antag	CHO-K1 Ca PAM	V1R ag counter	TAAR1 antagonist	M1 ag parental	OXTR ag
COc1ccc(F)cc1C(=O)C1CCCN(Cc2c[nH]c3ccccc23)C1 (stereo not drawn) in the list: -10	0	16	-5	19	4.5	9	4.0	7.1
COc1ccc(OC)c(/C=N/NC(=O)CC(=O)NC2CCCCC2)c1 in the list: -4	6	-13	-9	2	-0.7	-5	0.8	-0.6
NNC(=O)CN1CCN(c2ncc(C(F)(F)F)cc2Cl)CC1 in the list: 3	-8	-2	-2	11	-0.5	-8	2.9	-0.1
CN(Cc1ccccc1)C(=O)c1ccc2nc([C@H]3C[C@H](O)[C@@H](CO)O3)[nH]c2c1 in the list: ·	·	·	-7	24	·	-7	0.8	·

(cont.)
SMILES	OXTR potentiate	CHO parental Ca	GPR7 antag	CHO-K1 Ca antag	CHO-K1 Ca PAM	V1R ag counter	TAAR1 antagonist	M1 ag parental	OXTR ag
O=C(Nc1cccc(Oc2ccc3c(c2)C(=O)NC3=O)c1)c1cccs1	-4	-10	0	-10	22	-0.4	15	2.3	-1.9
COC(CNC(=O)c1ccc2c3c(onc13)-c1ccccc1C2=O)OC	-3	-16	-14	14	-20	8.2	-17	2.1	20
O=C(Nc1ccccc1N1CCCCC1)c1ccc(F)cc1	-16	-33	-17	6	-4	-1.2	8	-0.8	-1.6
CC(C(=O)NC(=O)NC1CCCCC1)N1CCN(c2ccccn2)CC1 (stereo not drawn)	-15	-7	-3	6	-1	2.9	5	0.6	-0.6
CCCNC(=O)C1(C)CCN(Cc2cc3ccccc3o2)C1 (stereo not drawn)	·	·	·	-10	-6	·	-16	0.0	·
Cc1cc(NC(=O)NC(=O)c2ccccc2F)no1	-9	-3	6	0	6	1.2	12	1.6	0.4
CC1Cc2cc(/C(O)=C3/C(=O)C(=O)N(CCN4CCOCC4)C3c3ccc(N(C)C)cc3)ccc2O1 (stereo not drawn)	-4	-11	-3	-12	11	4.8	-22	6.9	1.8
Cc1ccc(-n2c(=O)c3sccc3n(CC(=O)NCC3CCCO3)c2=O)cc1F (stereo not drawn)	-1	-2	-12	-8	7	0.3	-28	-0.4	-0.7
COc1ccc([C@H]2C[C@H](n3cc(-c4ccc(F)cc4)nn3)[C@@H](O)CN2CC2CCCCC2)cc1	·	·	·	-19	19	·	-23	0.7	·
Cc1ccc(NC(=O)CCCc2c[nH]c3ccccc23)nc1	1	-9	0	12	-10	1.1	16	0.4	-0.3
CC1SC(c2ccccc2Cl)NC1=O (stereo not drawn)	1	6	4	-14	14	0.2	-3	0.6	0.0
O=C(c1ccco1)N1CCN(C(=O)c2cc(Cl)nc3ccccc23)CC1	-6	-10	·	3	-8	0.9	-16	0.7	0.3
